# Assay outcomes: PubChem, several laboratories
# PostGolgi yeast = growth inhibition of a yeast mutant, post-Golgi transport screen; post-Golgi transport phenotypic cell assay; inhibition, % at 10 µM; hit rate 0.9% among 98,000; AID 739;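 also: yeast cells grown in 1536-well plates; yeast grown about 18 h at 30C before absorbance read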
# sEH act = increases human soluble epoxide hydrolase activity; purified human sEH enzymatic activity, activator screen; activation, % at 2 µM; hit rate 0.04% among 91,000; AID 717; in the data active = activation above about 37%; also: values of inactives mirror those of a sister screen read the other way
# S1P2 agonist = S1P2 (human) receptor agonism. O95136. S1P2-expressing cell line, agonist reporter read-out. activation, % at 4.5 µM. hit rate 0.46% among 97,000; in the data active = activation above about 16%;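 also: 0% = vehicle low control and 100% = maximal reference agonist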
# Target sequence (O95136 whole entry, looked up): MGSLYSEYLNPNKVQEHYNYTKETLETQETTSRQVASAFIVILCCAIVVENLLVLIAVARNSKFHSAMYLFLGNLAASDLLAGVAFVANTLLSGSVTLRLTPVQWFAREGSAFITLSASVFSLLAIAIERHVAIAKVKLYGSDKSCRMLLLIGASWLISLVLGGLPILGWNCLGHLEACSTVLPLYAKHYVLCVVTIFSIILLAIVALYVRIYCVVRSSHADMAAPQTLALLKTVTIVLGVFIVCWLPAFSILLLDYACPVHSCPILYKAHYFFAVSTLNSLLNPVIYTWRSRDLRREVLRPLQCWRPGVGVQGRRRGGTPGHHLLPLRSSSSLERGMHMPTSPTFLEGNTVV
# PLAP act = activates human placental alkaline phosphatase; purified PLAP enzyme, luminescent substrate read-out; active compounds read high; activation fold at 20 µM; hit rate 1.2% among 96,000; AID 696; in the data active = activation fold above about 2
# Target sequence (P05187 whole entry, looked up): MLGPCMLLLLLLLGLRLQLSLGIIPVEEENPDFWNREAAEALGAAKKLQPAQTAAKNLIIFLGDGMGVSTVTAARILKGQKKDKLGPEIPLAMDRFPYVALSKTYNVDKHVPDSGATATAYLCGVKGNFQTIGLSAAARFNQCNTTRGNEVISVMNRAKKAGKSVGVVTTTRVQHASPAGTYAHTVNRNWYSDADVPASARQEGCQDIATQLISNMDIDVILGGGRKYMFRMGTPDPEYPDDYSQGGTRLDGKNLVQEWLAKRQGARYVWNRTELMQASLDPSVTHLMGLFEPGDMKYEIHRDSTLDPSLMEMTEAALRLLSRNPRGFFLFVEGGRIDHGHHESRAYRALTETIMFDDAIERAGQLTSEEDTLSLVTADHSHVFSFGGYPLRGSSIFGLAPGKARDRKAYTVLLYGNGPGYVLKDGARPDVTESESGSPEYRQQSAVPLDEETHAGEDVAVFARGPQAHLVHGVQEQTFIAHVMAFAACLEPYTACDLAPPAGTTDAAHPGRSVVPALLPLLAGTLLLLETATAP
# sEH inhibitor = soluble epoxide hydrolase (human) inhibition | inhibition, % at 2 µM | AID 707 | recombinant human sEH enzymatic activity assay | P34913 | hit rate 0.34% among 91,000; in the data active = inhibition above about 80%; also: values of inactives mirror those of a sister screen read the other way; many of its hits are not listed in these tables
# S1P2 antag = antagonists of human S1P2 receptor; O95136; cell-based S1P2 antagonist assay, inhibition at 5 uM; inhibition, % at 5 µM; hit rate 0.21% among 97,000; in the data active = inhibition above about 45%;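 also: CRE beta-lactamase reporter cells expressing human S1P2 stimulated with S1P; 0% = agonist at EC80 alone and 100% = agonist plus reference antagonist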
# Mac1 fbg inh = blocks human CD11b/CD18 adhesion to fibrinogen; K562 CD11b/CD18 adhesion to fibrinogen, ATPlite luminescence; Mn2+ added to activate the integrin; AID 1497; inhibition, % at 10 µM; hit rate 0.54% among 93,000;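 active = primary inhibition of 50% or more at 10 µM, then 40% or more on retest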; also: some results filed as inactive read as strong as hits
# PostGolgi ctrl = yeast control strain growth, post-Golgi counter-screen | efflux-deficient yeast background strain, growth absorbance A615, 16 h | inhibition, % at 10 µM | hit rate 5% among 98,000 | AID 738
# E coli WT exp = blocks growth of wild type E. coli BW25113 | OD600 absorbance | growth inhibition, % at 100 µM | hit rate 0.15% among 98,000 | AID 710;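 active = growth inhibition above about 50% at one test dose, limit read from the data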;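 also: growth measured after 20 h incubation at 37 °C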
# Starred values were filed as active, the others as inactive; / = not tested or not shown. Rule as the data show it, unless noted: active = inhibition above about 30%; inactive = the rest. An unsorted share of the library; overall some 7.1% were active at least once.
no.	molecule	PostGolgi ctrl	S1P2 antag	S1P2 agonist	PLAP act	E coli WT exp	Mac1 fbg inh	sEH act	sEH inhibitor	PostGolgi yeast
1	CN(C)CCCNCCCNC(=O)c1ccccn1	-2	-1	-3	0.9	-10	4	1	-3	-8
2	Cc1ccc(CONC(=O)/N=C/N(C)C)cc1	15	-1	-5	0.9	-3	/	20	-17	1
3	COc1ccc(-c2nnc(SCC#CCO)o2)cc1OC	8	-10	-9	0.8	-1	2	-8	7	3
4	Cc1ccnc2nc(C(=O)OCCOc3cccc(Br)c3)nn12	5	14	-3	1	11	-13	/	/	-4
5	C=C(C)C1Cc2c(C)nn(-c3nc(C)cc(C)n3)c2C1 (stereo not drawn)	19	-6	-3	1.3	1	8	-2	5	0
6	Cc1ccc(C)c(OCCCCn2ccnc2)c1	2	-17	-3	1	23	14	-3	0	19
7	CCc1cccc(CC)c1NC(=O)CSc1nc2ccc(N3C(=O)C4C5C=CC(C5)C4C3=O)cc2s1 (stereo not drawn)	30*	-3	-10	1.6	-13	8	23	-24	-12
8	CC(=O)SCC(=O)N=c1sc2cc(F)ccc2n1C	-1	0	4	0.9	-6	3	-14	12	1
9	CCC(=O)OCc1c(C(F)(F)F)nn(C)c1Oc1cccc(C(F)(F)F)c1	-7	-1	1	1.3	8	/	-6	8	1
10	O=C1C2C3C=CC(CO)(O3)C2C(=O)N1c1ccccc1-c1ccccc1 (stereo not drawn)	6	/	/	1.1	0	-5	/	/	5
11	Cc1c(NC(=O)CN2CCN(c3ccccc3)CC2)c(=O)n(-c2ccccc2)n1C	0	4	-11	1	-1	/	-8	10	0
12	Cc1c(O)ccc(C(=O)COc2ccccc2F)c1O	1	-16	-2	0.9	-4	-2	-1	1	-5
13	CCCCSc1nnc([C@@H](NC(=O)OC(C)(C)C)C(C)C)o1	11	-6	-4	1.6	-3	-15	0	0	4
14	COc1ccc(NC(=O)CCn2cccc2)cc1	10	4	-5	1.1	10	-11	1	3	-8
15	Nc1nc2n(n1)C(c1ccccc1Cl)CC(c1ccc(F)cc1)N2 (stereo not drawn)	16	15	-4	1.5	-1	-18	6	-4	-1

# Next section:
no.	molecule	PostGolgi ctrl	S1P2 antag	S1P2 agonist	PLAP act	E coli WT exp	Mac1 fbg inh	sEH act	sEH inhibitor	PostGolgi yeast
16	Cc1cc(N2CCCCCC2)nc2ccc(F)cc12	/	5	-3	/	/	/	12	-9	/
17	Cc1ccc(-c2n[nH]c(=S)n2Cc2ccccc2)cc1	7	-1	-4	1.2	-1	-23	8	-8	3
18	CCOc1ccc(CCNC(=O)c2cc3sc(Cl)cc3n2C)cc1OCC	0	6	-4	1	-8	11	12	-13	-3
19	COc1ccc2[nH]c(=O)c(CN(Cc3ccco3)Cc3nnnn3Cc3ccccc3)cc2c1	4	2	0	1	-11	2	12	-12	28
20	CCOc1ccccc1N(CC(=O)NC1CCCC1)C(=O)CCC(=O)Nc1cc(C)on1	18	10	-4	1.7	0	-1	-2	3	-3
21	C=CCSC1=N/C(=C\c2ccc(C)o2)C(=O)S1	-4	-10	-3	1.2	-5	10	11	-10	-2
22	Nn1c(SCC(=O)NC2CCCC2)nnc1-c1ccccc1F	4	16	-4	1	1	-24	10	-10	-4
23	COc1ccc(/C(O)=C/C(=O)C(=O)NNC(=O)C(O)(c2ccccc2)c2ccccc2)cc1	2	-5	-5	1.1	0	-20	16	-13	9
24	COCCCNC(=O)CC(NS(=O)(=O)c1ccc(C)cc1)c1ccco1 (stereo not drawn)	17	2	-2	1.1	4	-6	10	-11	-11
25	Cc1ccc(S(=O)(=O)NCC(=O)N(CC(=O)NC2CCCC2)c2ccc3c(c2)OCCO3)cc1	-7	20	-5	1.3	-1	8	/	/	-2
26	CCOC(=O)C1=C(N)Oc2c(oc(CO)cc2=O)C1c1ccc(F)cc1 (stereo not drawn)	/	0	-4	/	/	/	1	-1	/
27	CCOC(=O)C1=C(C)NC(C)=C(C(=O)OCC)C1C(=O)OCC(=O)N1CCc2ccccc2C1	0	24	-3	1.5	-6	-9	18	-17	-2
28	CCN(CCNC(=O)CN(C)S(=O)(=O)c1cccc2nsnc12)c1ccccc1	-1	-9	-3	1.5	8	27	2	-4	-9
29	Cc1cc(C)c2c(n1)sc1c(N3CCOCC3)ncnc12	/	-33	4	/	/	/	0	-2	/
30	CS(=O)(=O)N(CC(=O)Nc1cccc(Cl)c1)c1ccccc1Cl	6	4	-1	0.9	12	0	-9	8	-7

# An excerpt of these results, with two lines to a compound:
# Fields – PostGolgi ctrl, S1P2 antag, S1P2 agonist, PLAP act, E coli WT exp, Mac1 fbg inh, sEH act, sEH inhibitor, PostGolgi yeast
(16) Cc1cc(N2CCCCCC2)nc2ccc(F)cc12
  /, 5, -3, /, /, /, 12, -9, /
(17) Cc1ccc(-c2n[nH]c(=S)n2Cc2ccccc2)cc1
  7, -1, -4, 1.2, -1, -23, 8, -8, 3
(18) CCOc1ccc(CCNC(=O)c2cc3sc(Cl)cc3n2C)cc1OCC
  0, 6, -4, 1, -8, 11, 12, -13, -3
(19) COc1ccc2[nH]c(=O)c(CN(Cc3ccco3)Cc3nnnn3Cc3ccccc3)cc2c1
  4, 2, 0, 1, -11, 2, 12, -12, 28
(20) CCOc1ccccc1N(CC(=O)NC1CCCC1)C(=O)CCC(=O)Nc1cc(C)on1
  18, 10, -4, 1.7, 0, -1, -2, 3, -3
(21) C=CCSC1=N/C(=C\c2ccc(C)o2)C(=O)S1
  -4, -10, -3, 1.2, -5, 10, 11, -10, -2
(22) Nn1c(SCC(=O)NC2CCCC2)nnc1-c1ccccc1F
  4, 16, -4, 1, 1, -24, 10, -10, -4
(23) COc1ccc(/C(O)=C/C(=O)C(=O)NNC(=O)C(O)(c2ccccc2)c2ccccc2)cc1
  2, -5, -5, 1.1, 0, -20, 16, -13, 9
(24) COCCCNC(=O)CC(NS(=O)(=O)c1ccc(C)cc1)c1ccco1 (stereo not drawn)
  17, 2, -2, 1.1, 4, -6, 10, -11, -11
(25) Cc1ccc(S(=O)(=O)NCC(=O)N(CC(=O)NC2CCCC2)c2ccc3c(c2)OCCO3)cc1
  -7, 20, -5, 1.3, -1, 8, /, /, -2
(26) CCOC(=O)C1=C(N)Oc2c(oc(CO)cc2=O)C1c1ccc(F)cc1 (stereo not drawn)
  /, 0, -4, /, /, /, 1, -1, /

# Next part:
no.	molecule	PostGolgi ctrl	S1P2 antag	S1P2 agonist	PLAP act	E coli WT exp	Mac1 fbg inh	sEH act	sEH inhibitor	PostGolgi yeast
31	CCCCOc1ccc(Nc2nc(C)cc(C)c2C#N)cc1	/	-24	-2	/	/	/	4	-5	/
32	CC(c1cccnc1)N(C(=O)Nc1ccccc1)C1CCCCC1 (stereo not drawn)	18	18	-5	0.9	4	-10	9	-10	25
33	COc1cc(S(=O)(=O)NC2CCCC2)c(OC)cc1Cl	30	-7	-2	0.9	7	6	3	-3	-6
34	O=C(COC(=O)C1CC(=O)N(Cc2ccco2)C1)c1ccc(OC(=O)c2ccccc2)cc1 (stereo not drawn)	/	6	-3	/	/	/	1	1	/
35	COc1ccc(CCNC(=O)CCC(=O)N2CCN(S(=O)(=O)c3ccc(Cl)cc3)CC2)cc1OC	-4	4	-5	1.7	-1	2	-1	4	-3
36	NNC(=O)c1cnn(Cc2ccccc2)c1N	/	3	-5	/	/	/	-86	87*	/
37	COC(=O)c1ccc(NC(=O)c2cn(-c3cccc(C)n3)cn2)cc1	-1	15	-2	1	-15	5	-11	10	-8
38	CC1CN(C(=O)CSc2nc(-c3ccc(F)cc3)cs2)CC(C)O1 (stereo not drawn)	2	2	0	1	4	6	-1	3	-3
39	COc1cccc(CNC(=O)CN(c2cc(C)cc(C)c2)S(=O)(=O)c2c(C)noc2C)c1	12	14	109*	1.2	-2	-14	-1	0	-2
40	O=C(Nc1ccccc1Cl)C1CCN(Cc2cnn(-c3ccccc3)c2-n2cccc2)CC1	1	-4	0	2*	-7	-12	-24	24	10
41	O=C1C(Cl)=C(NCC2CCCO2)C(=O)N1Cc1ccccc1 (stereo not drawn)	8	10	-3	0.9	-4	-6	8	-7	14
42	COc1cc(C(=O)NCCC(=O)NCCN2CCCCCC2)cc(OC)c1OC	8	/	/	1.5	7	-8	/	/	0
43	Cc1onc(-c2ccccc2)c1C(=O)Nc1nc2c(s1)CCCC2	34*	-9	-2	1.2	-3	-4	5	-1	-8
44	CCC(=O)Oc1ccc(C(=O)Nc2cccc(C(=O)c3ccccc3)c2)cc1	3	5	-9	0.9	-4	/	0	3	2
45	CN(C)C(=O)CSc1nnc2sc3ccccc3n12	/	4	-4	0.9	/	-1	/	/	/

# Carrying on:
no.	molecule	PostGolgi ctrl	S1P2 antag	S1P2 agonist	PLAP act	E coli WT exp	Mac1 fbg inh	sEH act	sEH inhibitor	PostGolgi yeast
46	CCn1c2ccccc2c2cc(NC(=O)CSc3nnc(-c4ccccc4)o3)ccc21	22	-7	-3	1.7	-7	10	-13	16	3
47	COc1cc(-c2nc(-c3ccc4c(c3)-c3ccccc3S4(=O)=O)c(-c3ccccc3)[nH]2)cc(OC)c1O	23	14	-5	1.5	-4	-14	1	0	2
48	CCCOC(=O)C1=C(C)NC2=C(C(=O)CCC2)C1c1cc(OC)ccc1OC (stereo not drawn)	2	-8	-8	1	6	-21	-1	1	22
49	COc1cc(C(=O)OC(C)C(=O)N2CCc3ccccc3C2)ccc1OCC(=O)N1CCOCC1 (stereo not drawn)	2	-1	-6	1.6	5	-30	9	-11	2
50	COc1ccc(S(=O)(=O)Nc2ccc(S(=O)(=O)N3CCOCC3)cc2)cc1C	36*	-3	-3	1.3	1	-8	-5	8	-3
51	O=C(c1ccccc1)N1CCN(Cc2ccccc2)CC1	/	-7	-2	/	/	/	-7	10	/
52	COc1ccc(NC(=O)CSc2nnc(CNC(=O)COc3ccc(Cl)cc3)o2)c(OC)c1	6	13	-4	1	-4	-14	9	-5	-2
53	COc1cccc(NC(=O)c2oc3ccccc3c2NC(C)=O)c1	-3	-21	-2	1.1	1	/	/	/	5
54	Cc1ccc(-c2nn3c(C)nnc3s2)cc1NC(=O)c1cccnc1	/	5	0	1.2	/	-17	-3	7	/
55	COc1ccccc1N1CCN(C(=O)CN(c2ccccc2OC)S(=O)(=O)c2ccccc2)CC1	4	-1	-2	1.5	-5	-1	-8	6	-17
56	Cc1ccc(-c2cc(C(F)(F)F)n3ncc(C(=O)NCc4ccco4)c3n2)cc1	7	-12	-4	1	-5	6	12	-13	1
57	Cc1ccccc1NS(=O)(=O)c1ccc(NC(=O)c2ccco2)cc1	-2	6	-3	0.8	-1	-15	-8	8	-7
58	O=C(NC1CCCC1)C1CCCN(S(=O)(=O)c2ccc(-n3cnnn3)cc2)C1 (stereo not drawn)	-6	/	/	1	1	1	/	/	-7
59	COc1cc(-c2nnc(SCC(=O)c3ccc(C)cc3)o2)cc(OC)c1OC	-13	-24	-7	1.4	1	-40	2	-2	6
60	CCCn1c(=O)c2ccccc2n2c(SCCOc3ccc(C)cc3)nnc12	6	/	/	1.3	-6	15	/	/	0

# Additional entries
no.	molecule	PostGolgi ctrl	S1P2 antag	S1P2 agonist	PLAP act	E coli WT exp	Mac1 fbg inh	sEH act	sEH inhibitor	PostGolgi yeast
61	C=CCOc1ccccc1C1NC(=O)NC(C)=C1C(=O)NCc1ccccc1 (stereo not drawn)	3	-11	-1	1.3	7	-39	7	-8	-2
62	Cc1ccsc1CN1CCN(c2ccccn2)CC1	7	/	/	1.1	14	-5	/	/	13
63	CC(C)(C)OC(=O)N[C@@H](Cc1ccccc1)c1nnc(S(=O)(=O)Cc2ccccc2)o1	10	12	-4	1.1	1	39	-25	24	17
64	COC(=O)c1cccc(NC(=O)COC(=O)CSc2nc(C)cc(C)n2)c1	-2	-12	-1	1	8	-11	-4	7	-1
65	COC(=O)CCC(=O)c1oc2ccccc2c1N	-4	-8	2	0.9	4	-9	10	-8	-4
